HIV RNase H inh – HIV-1 RT RNase H inhibitors, primary screen, biochemical, fluorescence. 65,000 compounds, 1.9% hits. inhibition, % at 10 µM. Gag-Pol polyprotein (Human immunodeficiency virus type 1 group M subtype B (isolate …. RT-RNase H RNA/DNA duplex cleavage. AID 565, 2006; in the data active = inhibition above about 50%
RmlC RmlD mix – RmlC and RmlD coupled enzyme inhibitors, primary screen, biochemical, 384-well, compound mixtures, retest; RmlC/RmlD coupled enzyme inhibition, 384-well mixture HTS; inhibition, % at 5.5 µM; 110,000 compounds, 0.39% hits; AID 1532, 2009; in the data active = inhibition above about 30%, passing the limit was not always enough; note: strong numbers were not always called active
An asterisk follows results filed as active; / = not tested or not shown. An excerpt. The share of hits here may be higher or lower than overall.

SMILES	HIV RNase H inh	RmlC RmlD mix
CC1CCc2nn(CC(=O)NCc3ccc(F)cc3)cc2C1 (centres undefined)	-11	-3
C/C(=N\Nc1nccnc1Cl)c1ccc([N+](=O)[O-])cc1	/	-2
CC(=O)NCCn1c(SCc2cc(F)ccc2F)nc2ccccc2c1=O	/	56
CCCOC(=O)Nc1ccccc1C(N)=O	-29	9
COc1ccccc1C(=O)N1CCN(C(=O)COc2cccc(C)c2)CC1	-2	-9
O=C(Nc1ccccc1Cl)c1ccc2c(c1)N(Cc1ccc(F)cc1)C(=O)CS2=O (centres undefined)	-8	/
N=c1c(C(=O)NC2CCCC2)cc2c(=O)n3ccccc3nc2n1C1CCCC1	-11	85*
CCOC(=O)[C@@H]1[C@H]2COc3cc(OC)ccc3[C@@H]2N2C(=O)N(c3ccc(C)cc3)C(=O)[C@]12C	/	8
Cc1nnc(C)n1/N=C/C=C/c1ccccc1	-3	9
CCNC(=S)N1CCN(CCN=CC2=C(O)CC(c3ccco3)CC2=O)CC1 (centres undefined)	/	-5
CCCS(=O)(=O)C(=C1NCCO1)S(=O)(=O)CCC	-7	11
COC(=O)c1c(C)oc2c1cc(NS(=O)(=O)c1cccs1)c1ccccc12	/	-8
COc1cc2c(C#N)c(N3CCOCC3)nc(N)c2c(N)n1	-20	/
Cc1ccc2[nH]c(=O)c(-c3noc(C(C)C)n3)cc2c1	35	-7
CC1(C)CC(=O)C2=C(C1)NC(SCC(=O)Nc1ccccc1)=C(C#N)C21CCCCC1	13	2
O=S(=O)(NCCC1=CCCCC1)c1cccc2nsnc12	-71	5
Cc1ccc(-c2csc3nc(C)n(-n4cccc4)c(=O)c23)o1	11	4
CSc1nc(NC(C)=O)nc(C)c1Cl	-8	-7
CCN(CC)S(=O)(=O)c1ccc2[nH]cc(C(=O)NCCC3=CCCCC3)c(=O)c2c1	-6	/
N#CCc1ccc(C(=O)c2ccccc2)s1	/	8
N[C@H]1CONC1=O	/	11
CC(C)C(=O)Nc1ccc(NC(=O)c2cccs2)cn1	-11	-11
COC(=O)C1=C(C)N(Cc2ccccc2)C(=O)N[C@H]1c1cccc(F)c1	/	4
NC(=O)C1(N2CCCCC2)CCN(C(=S)Nc2ccc(Cl)cc2)CC1	/	-2
Cc1ccc2nsnc2c1S(=O)(=O)NC1CC1	/	-7

Continued.
SMILES	HIV RNase H inh	RmlC RmlD mix
COc1ccccc1OCC(=O)N1CC2(C)CC1CC(C)(C)C2 (centres undefined)	/	-10
Fc1ccc(Br)cc1C1C=C(c2ccc(Br)cc2)Nc2ncnn21 (centres undefined)	/	-7
CCN(CC)CCn1c(OC)cc(=O)[nH]c1=O	-3	1
Cc1nnc(SCC(=O)Nc2cc(C(F)(F)F)ccc2N2CCOCC2)o1	-4	11
CCN(CC)C(=O)C1CCCN(C/C(C)=C/c2ccccc2)C1 (centres undefined)	-7	14
CCOc1cc(C)c(Cl)cc1S(=O)(=O)NCc1ccc2c(c1)OCO2	-22	12
COc1ccc(C(C(=O)NC2CCCC2)N(Cc2ccc(F)cc2)C(=O)c2ccn[nH]2)cc1OC (centres undefined)	/	10
Cc1nc2cc(NC(=O)N3CCN(c4ccccn4)CC3)ccc2o1	-9	9
O=c1c2cn[nH]c2nc(SCc2ccc3c(c2)OCCO3)n1-c1ccccc1	-15	11
CC(C)(C)OC(=O)N1CCCC1C(=O)NC(Cc1ccccc1)C(=O)O (centres undefined)	-3	-4
Cc1ccc(C2C(C#N)=C(N)SC(N)=C2C#N)c(C)c1	83*	-29
O=P(OCC(F)(F)C(F)F)(N1CCOCC1)N1CCOCC1	-2	-6
Cc1cc(N2CCCCC2)c(F)cc1[N+](=O)[O-]	/	6
COC(=O)C(C)Sc1n[nH]c(=S)s1 (centres undefined)	/	6
Cc1nc(NC(C)C)c2oc3ccccc3c2n1	-8	5
COc1cc(NC(=O)c2csc(-c3ccncc3)n2)cc(C(=O)Nc2cccc(C(F)(F)F)c2)c1	/	5
COc1ccc(C(=O)Oc2cccnc2)cc1	/	-12
CCCn1c(SCC(=O)Nc2ccc(OCC)cc2)nnc1C(C)C	/	42
CC(C)C(=O)c1cn(CC(=O)NCc2ccco2)c2ccccc12	/	-16
CCSc1nnc2c(n1)OC=Nc1ccc(Br)cc1-2	-25	17
CSc1ccccc1NC(=O)COc1ccc(S(=O)(=O)N2CCCC2)cc1	-9	-8
CCc1ccccc1NC(=O)c1cc(-c2cccc(O)c2)on1	-4	3
Cc1ccccc1CN1CCN(S(C)(=O)=O)CC1	/	-4
Cc1ccc(S(=O)(=O)Oc2ccc(C(c3c(C)[nH][nH]c3=O)c3c(C)[nH][nH]c3=O)cc2)cc1	/	2
Cc1ccc(C(=O)N(CC(=O)NC2CCCC2)Cc2cccs2)s1	-1	3

Part of the list above in order of length of the SMILES, largest number first.
SMILES	HIV RNase H inh	RmlC RmlD mix
CCN(CC)S(=O)(=O)c1ccc2[nH]cc(C(=O)NCCC3=CCCCC3)c(=O)c2c1	-6	/
CC(C)(C)OC(=O)N1CCCC1C(=O)NC(Cc1ccccc1)C(=O)O (centres undefined)	-3	-4
Fc1ccc(Br)cc1C1C=C(c2ccc(Br)cc2)Nc2ncnn21 (centres undefined)	/	-7
CC(C)C(=O)c1cn(CC(=O)NCc2ccco2)c2ccccc12	/	-16
CC1CCc2nn(CC(=O)NCc3ccc(F)cc3)cc2C1 (centres undefined)	-11	-3
O=S(=O)(NCCC1=CCCCC1)c1cccc2nsnc12	-71	5

Carrying on:
SMILES	HIV RNase H inh	RmlC RmlD mix
Cc1cc(N2CCN(c3ccccn3)CC2)n2c(nc3ccccc32)c1C#N	-7	-30
COC(=O)c1cccc(-n2cnnn2)c1	/	9
COC(=O)n1c(=O)oc2cc(S(=O)(=O)N3CCCCC3)ccc21	-5	6
CCN1CCN(c2nc(-c3ccccn3)nc3ccccc23)CC1	/	5
Cc1cc(Cl)c(S(=O)(=O)NCC2CCCO2)cc1OCC(N)=O (centres undefined)	-16	-6
COC(=O)Nc1ccc(OCc2ccccc2)cc1	-40	-6
CCC(=O)N1CCN(c2ccc(NC(=O)c3ccco3)cc2)CC1	-2	-9
COC(=O)[C@H]1C[C@@H]1[C@H](NC(=O)c1cccnc1)c1ccccc1	/	0
CC(=O)c1ccc(NS(=O)(=O)c2ccc(CC(C)C)cc2)cc1	/	8
N#CC(c1ccc(Cl)cc1)c1nc2ccccc2nc1C(F)(F)F (centres undefined)	/	11
O=C(NO)C1CC2C=CC1C2 (centres undefined)	-1	-6
C=C(C)C(=O)Nc1cccc(C2=NOC3(C2)C[C@@H](C(N)=O)N(C(=O)/C=C/CC)C3)c1 (some centres undefined)	/	-8
Cc1ccc(N(C(=O)Cn2nnc(-c3ccc(C)o3)n2)C(C(=O)NC2CCCC2)c2ccco2)cc1 (centres undefined)	40	2
O=S(=O)(NCc1ccccc1)c1ccccc1Br	/	-8
[N-]=[N+]=CC(=O)CNC(=O)[C@@H](Cc1ccccc1)N1C(=O)c2ccccc2C1=O	1	-6
CC1=NC(C)Cc2ccccc21 (centres undefined)	-5	4
COc1ccccc1NC(=S)NCc1ccco1	/	-16
CCOC(=O)C1=C(CC)OC(N)=C(C#N)C1c1cccs1 (centres undefined)	/	6
Cn1ncc([N+](=O)[O-])c1C(=O)Nc1ccc2c(c1)OCCO2	/	5
O=C(CSc1oc(-c2ccco2)nc1S(=O)(=O)c1ccc(Cl)cc1)NCC1CCCO1 (centres undefined)	/	-14
CCC(=O)N1CCN(C(C)=O)C1c1ccccc1 (centres undefined)	-14	-5
CCOC(=O)c1c(C)n(C)c2ccc(OCC(O)CN3CCN(C)CC3)cc12 (centres undefined)	-7	14
COCCOC(=O)C1=C(N)OC2=C(C(=O)CC(C)(C)C2)C1c1cccnc1 (centres undefined)	-9	-8
CCC(C)N(C(=O)c1csnn1)C(C(=O)NCc1ccc(F)cc1)c1ccco1 (centres undefined)	2	16
CCOc1ncccc1C(=O)NCc1ccc(OC)cc1	/	-2

Exported as a markdown table: part of the list above.
| smiles | HIV RNase H inh | RmlC RmlD mix |
| --- | --- | --- |
| O=P(OCC(F)(F)C(F)F)(N1CCOCC1)N1CCOCC1 | -2 | -6 |
| COC(=O)C1=C(C)N(Cc2ccccc2)C(=O)N[C@H]1c1cccc(F)c1 | / | 4 |
| Cc1nc2cc(NC(=O)N3CCN(c4ccccn4)CC3)ccc2o1 | -9 | 9 |
| Cc1cc(Cl)c(S(=O)(=O)NCC2CCCO2)cc1OCC(N)=O (centres undefined) | -16 | -6 |
| N#CCc1ccc(C(=O)c2ccccc2)s1 | / | 8 |
| CCOc1ncccc1C(=O)NCc1ccc(OC)cc1 | / | -2 |

Next compounds
SMILES	HIV RNase H inh	RmlC RmlD mix
COc1ccc2c(Cl)c(-c3nnc(SCC(N)=O)n3C)sc2c1	-19	10
Cc1ccc(S(=O)(=O)NC(CC(=O)O)c2ccco2)cc1 (centres undefined)	4	6
COc1ccc(S(=O)(=O)CCC(=O)N2CC(=O)N(CCc3ccccc3)C(=O)C2)cc1	-1	6
N#Cc1nc(-c2ccco2)oc1NCCN1CCOCC1	-15	5
CCOC(=O)c1cncc(C(=O)O)c1	/	3
O=S(=O)(Nc1nc2c(s1)CCCC2)c1ccc2ccccc2c1	/	8
Cc1nc2ccccc2c(=O)n1-c1ccccn1	-5	7
CC(C)(C)CC(=O)NCc1ccc(F)cc1	/	-5
COc1ccc(C(c2sc3ncnn3c2O)N2CC(C)OC(C)C2)cc1OC (centres undefined)	0	12
Cn1c(=O)c2c(nc(Br)n2CCc2ccccc2)n(C)c1=O	-14	171
CCS/C(N)=N/N=C/c1cc(C)ccc1O	/	6
O=S(=O)(c1ccccc1)n1ccc2cccnc21	/	-4
COc1ccccc1-n1c(=O)[nH]c2c(C(N)=O)nc(-c3cccnc3)nc21	-12	13
Cc1ccc(C(=O)c2coc3ccc(O)c(CN4CCN(C)CC4)c23)cc1	-9	10
O=C1CC(c2ccccc2)CC(O)=C1C=NC1CCCCCC1 (centres undefined)	/	-14
CCOC(=O)C(C(=O)NCc1ccc(F)cc1)c1ncc(C(F)(F)F)cc1Cl (centres undefined)	/	-19
COc1ccc(NC(=O)c2cc3ccccn3n2)cc1	-9	2
CC(=O)NC1(C(F)(F)F)C(=O)NC(C)=C1C#N (centres undefined)	-1	8
Nc1nonc1-c1nc2ccccc2[nH]1	-10	11
Cc1cc(C)n(CC(=O)n2c3c(c4ccccc42)CCCC3)n1	8	-11
CCCS(=O)(=O)N1CCCC(C(=O)N2CCC(Cc3ccccc3)CC2)C1 (centres undefined)	-7	-6
CCN(CC)S(=O)(=O)c1cc([N+](=O)[O-])ccc1NNC(=O)Nc1ccc(F)cc1	/	-10
O=C(COc1ccc(/C=N/NC(=O)c2cc3ccccc3o2)cc1Br)Nc1ccccc1	/	-40
CCOC(=O)Cc1c(C)nc2c(-c3ccc(OC)cc3)c(C)nn2c1C	/	8
CC(C)(C)n1nnnc1C(c1ccccn1)N(Cc1ccccc1)Cc1ccc(Cl)cc1 (centres undefined)	/	15

More results
SMILES	HIV RNase H inh	RmlC RmlD mix
Cc1ccc(N2C(=O)CC(n3nc(C)cc3C)C2=O)cc1 (centres undefined)	/	-9
COc1cc(NS(=O)(=O)c2ccc(C)cc2C)cc(OC)c1OC	4	-5
CN1C(=O)NC(=O)C2(Cc3ccccc3N3CCOCC32)C1=O (centres undefined)	/	1
CS(=O)(=O)N1CCN(c2nc3ccccc3s2)CC1	-6	5
Cc1ccc(C)c(C(=O)CSc2nnnn2C(C)C)c1	/	-9
Cc1ccc(S(=O)(=O)NCC(C)NS(=O)(=O)c2ccc(C)cc2)cc1 (centres undefined)	0	24
Cc1cccc2c1N(CC(=O)OC(C)C)C(=O)C2=O	-10	-10
COCCn1c(SCc2ccc(C(=O)OC)o2)nc2ccccc2c1=O	-64	6
COC(=O)c1ccc(OCC2c3cc(OC)c(OC)cc3CCN2C(=O)C2CC2)cc1 (centres undefined)	-8	110
N#CC1=C2C=CC=CN2CC1=O	-4	/
CC(Cn1cnc2ccccc21)C(=O)O (centres undefined)	/	13
CCOc1ccccc1N1CCN(S(=O)(=O)c2ccc(F)c(F)c2)CC1	0	20
Cc1ccccc1-n1nc2c(c1NC(=O)c1cc3ccccc3oc1=O)CS(=O)(=O)C2	6	10
COc1ccc(N(C)C(=O)CCS(=O)(=O)c2cccc3nonc23)c(OC)c1	-21	-14
Cc1ccc(/C=C/C(=O)Nc2cccc3ncccc23)o1	/	7
O=C(c1cc2nc(-c3ccccc3)cc(-c3ccccc3)n2n1)N1CCC2(CC1)OCCO2	-21	-14
CC1(C)CC2(CC(C)(C(=O)CSc3nc4ccccc4s3)OC2=O)C(=O)O1 (centres undefined)	/	-2
CCCCN(CC)C(=O)CSc1cc(=O)n(C)c2ccccc12	4	14
CN(/C=C/C(=O)C(F)(F)C(F)(F)F)Cc1ccccc1	/	-8
COC(=O)C1=C(CCc2ccccc2)NC(=O)NC1c1ccc(C#N)cc1 (centres undefined)	/	3
CCOC(=O)c1cc2occc2n1Cc1c(F)cccc1Cl	/	-16
Cc1ccc(Cn2cccc(-c3nc4ccccc4s3)c2=O)cc1	/	-131
O=C(CSC1=NCCS1)N1CCc2ccccc21	-27	5
COC(=O)CSC1=NN1c1cc(C)nc(N)n1	/	10
CCOC(=O)c1sc(NC(=O)CSc2n[nH]c(-c3ccc(Cl)cc3Cl)n2)c(C#N)c1C	/	-8
COc1cc2[nH]c(=S)nc(NCC3CCCO3)c2cc1OC (centres undefined)	-14	35
O=C(CC1Nc2ccccc2NC1=O)NCc1cccnc1 (centres undefined)	-8	/
Nc1nnc(SCC(=O)NCc2ccc3c(c2)OCO3)s1	10	-19
CCOC(=O)CSc1nnc(-c2ccco2)n1-c1ccc(C)cc1	-8	-14

High-throughput results: PubChem BioAssay, several laboratories
